Screens (PubChem BioAssay)
S2 tox – viability counter-screen for ATXN expression inhibitors. Potency, µM (highest dose often 56.7 µM), actives largely listed as cytotoxic. S2 cells (HEK-293 line with an ATXN2-luciferase reporter) viability, CellTiter-Fluor protease fluorescence, 24 h. AID 651635. hit rate 0.49% among 400,000; active means well fitted cell-killing curve with a large enough effect; inconclusive means small, poorly fitted or top-dose-only effect, or effect the other way; inactive means no such curve, though single readings can be large or run the other way; further: nearly all actives have a fitted effect of over 40% in size
Calls only; i = inactive; ? = inconclusive. Potency means the concentration at half of the fitted maximal effect.

SMILES	S2 tox
CCOC(=O)N1CCN(c2nc(CN3CCCCC3CCO)nc3c(C)cccc23)CC1 (centres undefined)	i
C#CCN(Cc1nc(N2CCOCC2)c2ccc(Cl)cc2n1)Cc1ccco1	i
Cc1ncc2c(c1CNC(=O)c1ccsc1)CCN(C(=O)c1c(F)cccc1Cl)C2	i
CCCCCC(O)/C=C/C=O (centres undefined)	i
COc1ccc2c(c1)CCc1cnc(-n3ncc(C(=O)NCCCN4CCOCC4)c3C)nc1-2	i
Cc1cc(C(=O)NCC2CCC3(CCN(Cc4cccc(F)c4F)CC3)O2)n(C)n1 (centres undefined)	i
COc1cc(=O)n2c(c1C(=O)N(C)Cc1cscn1)CCN(Cc1c(C)[nH]c3ccccc13)CC2	i
Cn1cc(CN2CCOc3ccc(C(O)C4CCCCC4)cc3C2)cn1 (centres undefined)	?
CNC[C@H](O)[C@H](O)[C@H](O)[C@H](O)CO	i
O=C(NC[C@@H]1CCCN2CCCC[C@H]12)c1cnn(-c2nccc(-c3ccco3)n2)c1C1CC1	i
Cc1ccc(CNc2ncnc3sc(C(=O)N4CCC(N5CCCC(O)C5)CC4)c(C)c23)o1 (centres undefined)	i
C[C@@H](CN1c2ccccc2Sc2ccccc21)N(C)C	i
COc1ccccc1C1CN(Cc2c(O)cccc2OC)Cc2ccccc2O1 (centres undefined)	i
COc1cc(CN2CCc3nnc(C(NS(C)(=O)=O)C(C)C)n3CC2)ccc1F (centres undefined)	i
Cc1nc2cc(NC(=O)[C@@H]3C[C@@H](Sc4ccccn4)CN3Cc3ccccc3F)ccc2s1	i
Cc1cnc(-n2ncc(C(=O)NCCc3ccncc3)c2-c2cccs2)nc1-c1ccc(F)cc1	i
Cc1cnc(-n2ncc(C(=O)NCCc3ccccn3)c2C)nc1-c1ccc(F)cc1	i
OCCN1CCN(Cc2ccc3c(c2)CN(Cc2ccc4ccccc4c2)CCO3)CC1	i
COc1ccccc1-c1ccc(C(=O)N(C)CC2COCCO2)c(N2CCN(c3ccccc3F)CC2)n1 (centres undefined)	i
CN(C(=O)c1cnn(-c2nccc(-c3ccccc3C(F)(F)F)n2)c1C1CC1)C1CCOC1 (centres undefined)	i

Of the compounds above, three contain a furan ring, fused or not.
SMILES	S2 tox
C#CCN(Cc1nc(N2CCOCC2)c2ccc(Cl)cc2n1)Cc1ccco1	i
O=C(NC[C@@H]1CCCN2CCCC[C@H]12)c1cnn(-c2nccc(-c3ccco3)n2)c1C1CC1	i
Cc1ccc(CNc2ncnc3sc(C(=O)N4CCC(N5CCCC(O)C5)CC4)c(C)c23)o1 (centres undefined)	i

(continued)
SMILES	S2 tox
Cc1cnc(C)c(-c2cccc3c2OC(CNC(=O)/C=C/c2ccncc2)C3)n1 (centres undefined)	?
Cc1c(C(=O)NCC(C)(C)N2CCOCC2)cnn1-c1ncc2c(n1)-c1ccccc1CCC2	i
C[C@H]1C[C@@H]2[C@H]([C@@H](O)C[C@@]3(C)[C@H]2CC[C@]3(O)C(=O)COC(=O)CCC(=O)O)[C@@]2(C)C=CC(=O)C=C12	i
Cc1nc(C)n(CC(=O)N2CCOc3ccc(CN4CCN(C)C[C@@H]4c4ccccc4)cc3C2)n1	i
O=C(CCc1cccnc1)NCC1Cc2cccc(-c3ncccn3)c2O1 (centres undefined)	i
CCc1cc(C(=O)NCCN2Cc3ccccc3OC(c3ccsc3)C2)n(C)n1 (centres undefined)	i
COc1ccccc1-c1ccnc(-n2ncc(C(=O)N(C)C(C)c3ccon3)c2C2CC2)n1 (centres undefined)	i
COc1ccc(CN2Cc3ccccc3OC(c3ccccc3OC)C2)cc1O (centres undefined)	?
O=C(NCC1Cc2cccc(-c3cncnc3)c2O1)C1CC1 (centres undefined)	i
Cc1ncc2c(c1CNC(=O)c1cncs1)CCN(C(=O)c1cccc(-c3cccc(F)c3)c1)C2	i
COc1ccc(C(=O)NCC2Cc3c(F)ccc(-c4nc(C)cnc4C)c3O2)cc1F (centres undefined)	?
COC(=O)[C@@H]1CCCN1C(=O)c1cc(NC(=O)C2CCC2)c2c(c1)nc(-c1ccncc1)n2C	i
COc1cccc(C2(CC(=O)N3CCCCC3CO)CC(=O)N(C)C2=O)c1 (centres undefined)	i
CN(Cc1ccon1)C(=O)c1cnn(-c2nccc(-c3ccc4c(c3)OCO4)n2)c1C1CC1	i
Cc1cnc(SCc2ccccn2)nc1C1CCCN(C(=O)c2noc3c2CCCC3)C1 (centres undefined)	?
COC(=O)[C@@H]1CCCN1Cc1ccc2c(c1)CN(Cc1ccc(OC)c(C)c1)CCO2	i
CO/N=C(\C(=O)N[C@@H]1C(=O)N2C(C(=O)O)=C(COC(N)=O)CS[C@@H]12)c1ccco1	i
COc1ccccc1-c1cc2c(c(OC)c1)OCCN(CCC(C)c1ccc(C)o1)C2 (centres undefined)	i
COc1cccc(CCNc2ncnc3sc(C(=O)N4CCN(C)CC4)c(C)c23)c1	i
CSc1nccc(-c2cc(Cl)c3c(c2)CC(CNC(=O)c2ccc(C)nc2)O3)n1 (centres undefined)	i
Cc1c(C(=O)N(CCO)C(C)C)cnn1-c1ncc2c(n1)-c1ccccc1CCC2	i
CN(C(=O)CO)c1c(I)c(C(=O)NCC(O)CO)c(I)c(C(=O)NCC(O)CO)c1I (centres undefined)	i
COc1ccccc1-c1ccnc(-n2ncc(C(=O)N(C)CCc3ccccn3)c2C)n1	i
CCN(CC)C1CCN(C(=O)c2cnn(-c3nccc(-c4ccccc4OC)n3)c2-c2ccco2)C1 (centres undefined)	i
Cc1nc(C)n(CC(=O)NCC2Cc3cc(-c4cccc(OC(F)(F)F)c4)ccc3O2)n1 (centres undefined)	i
COC(=O)c1c(OCc2cccnc2)cc(=O)n2c1CCN(C(=O)c1cccc(N(C)C)c1)CC2	i
Cc1cccc(CNC(=O)c2cnn(-c3ncc(C)c(-c4cccs4)n3)c2C2CC2)n1	i
Cc1cnc(CNC(=O)c2c3n(c(C)cc2=O)-c2ccccc2SC(c2ccsc2)C3)cn1 (centres undefined)	i
O=C(NCC1Cc2cccc(-c3nccs3)c2O1)c1ccnc(Cl)c1 (centres undefined)	i
Cc1c(C(=O)NC(C)(C)C)sc2ncnc(NCCN(C)C)c12	i
Cc1cc2c(c(-c3cnccn3)c1)OC(CNC(=O)c1ccc(-n3nc(C)cc3C)cc1)C2 (centres undefined)	i
CCn1c(-c2cccc(OC)c2)nc2cc(NC(C)=O)cc(C(=O)N(C)CC3COCCO3)c21 (centres undefined)	i
CCCCCCCCCCCCCCCCCC(=O)[O][Al]	i
COc1cc(=O)n2c(c1C(=O)NC(C)c1ccco1)CCN(Cc1cc(C)cc(C)c1)CC2 (centres undefined)	i
CCCN1C[C@H](CSC)C[C@H]2c3cccc4[nH]cc(c34)C[C@@H]21	i
COc1cccc(CNC(=O)c2c(OC)cc(=O)n3c2CCN(C(=O)c2cc(C)ccc2C)CC3)c1	i
Nc1ncnc2c1ncn2[C@@H]1O[C@H](COP(=O)(O)O)[C@@H](O)[C@@H]1O	i
CC(=O)c1ccc(-c2cc(F)cc3c2OC(CNC(=O)C(C)N2CCOCC2)C3)s1 (centres undefined)	i
O=C(NCc1nnc2n1CCN(Cc1cc3c(cc1Cl)OCO3)CC2)c1cccc(F)c1	i
COC(=O)c1cc(CNC(=O)c2ccccc2F)cc(NC(=O)c2ccccc2OC)c1	?
Cc1ccc2occ(CN3CCOc4ccc(C(C)(O)COc5ccccc5)cc4C3)c(=O)c2c1 (centres undefined)	?
CN(C)CC[C@@H](c1ccccc1)c1ccccn1	i
CCC[C@H]1C[C@H](C(=O)N[C@H]([C@@H]2O[C@H](SC)[C@@H](O)[C@H](O)[C@@H]2O)[C@H](C)O)N(C)C1	i
Cc1oc(-c2ccccc2NC(=O)c2ccccn2)nc1CNC(=O)c1cccc(C#CC(C)(C)O)c1	i
COC1[C@@H](O[C@@H]2O[C@H](C)[C@@H](O[C@H]3C[C@@](C)(O)[C@H](OC(=O)CC(C)C)[C@H](C)O3)[C@H](N(C)C)[C@H]2O)[C@@H](CC=O)C[C@@H](C)[C@@H](O)/C=C/C=C/C[C@@H](C)OC(=O)C[C@H]1OC(C)=O (some centres undefined)	i
O=C(Nc1ccc(/C=C/c2ccc(NC(=O)c3cc(S(=O)(=O)O)c4cccnc4c3O)cc2S(=O)(=O)O)c(S(=O)(=O)O)c1)c1cc(S(=O)(=O)O)c2cccnc2c1O	i
O=C(c1cnsn1)N1CCOc2ccc(CN3CCOCC3)cc2C1	i
Cc1cccc(CNC(=O)c2c3n(c(C)cc2=O)-c2ccccc2SC(c2ccsc2)C3)n1 (centres undefined)	i
COCCN1CCN(C(=O)c2cnn(-c3nccc(-c4ccco4)n3)c2C(C)C)CC1	i
C/C(=C\c1ccco1)CN1CCOc2ccc(CN3CCC(Oc4cccnc4)CC3)cc2C1	?
O=C(O)CCCC[C@H]1SC[C@H]2NC(=O)N[C@@H]21	i
Cc1ccccc1C(=O)NC(C)c1nnc2n1CCN(Cc1ccc(F)cc1)CC2 (centres undefined)	i
Cc1occc1C(=O)Nc1cccc(-c2nc(CNC(=O)c3ccc(N4CCCCC4)cc3)c(C)o2)c1	i
COc1ccc(CN2CCOc3ccc(CN4CCCCC4CO)cc3C2)c(OC)c1 (centres undefined)	i
Cc1cc(C(=O)NCc2nc(-c3cccc(NC(=O)c4cc(C)oc4C)c3)oc2C)nc(C)n1	?
COC(=O)C1CCN(Cc2ccc3c(c2)CN(C(=O)c2ccc4nc(C)c(C)nc4c2)CCO3)CC1	i
COc1ccc(C(=O)N(Cc2cc3cccc(C)c3nc2N(C)C)CC2CCCO2)cc1 (centres undefined)	i
Cc1c(C(=O)NCCc2ccccn2)cnn1-c1nccc(-c2cccs2)n1	i
Cc1cc2c(c(-c3ccc4nc(C)ccc4c3)c1)OC(CNC(=O)Cc1ccn(C)c1)C2 (centres undefined)	i
Cc1ccc(F)cc1CNC(=O)c1sc2ncnc(NCC3CCCO3)c2c1C (centres undefined)	i

(list continues)
SMILES	S2 tox
Cc1ncc2c(c1CNC(=O)/C=C/c1cccs1)CCN(C(=O)c1noc3c1CCCC3)C2	i
COCC(=O)Nc1cc(C(=O)N2CCOc3ccccc3C2)cc2nc(-c3cccnc3)n(C)c12	?
Cc1ccccc1C1(CC(=O)N2CC3CC4CC(C3)CC2C4)CC(=O)N(Cc2cccnc2)C1=O (centres undefined)	i
COc1ccc2c(c1)-c1nc(-n3ncc(C(=O)NC(C)(C)CO)c3C3CC3)ncc1CC2	i
CCn1c(-c2ccccc2F)nc2cc(NC(C)=O)cc(C(=O)N3CCCC3c3nccs3)c21 (centres undefined)	i
Cc1cnc(C)c(-c2ccc(F)c3c2OC(CNC(=O)/C=C/c2cccs2)C3)n1 (centres undefined)	?
CC(C)C(=O)NCC1CCC2(CCN(Cc3ccc(-c4ccccc4Cl)o3)CC2)O1 (centres undefined)	?
Cc1nc2sccn2c1CN1CCOc2ccc(CN3C[C@@H](C)O[C@@H](C)C3)cc2C1	i
CCC(=O)N[C@@H]1c2ccccc2C2(CCN(Cc3[nH]c4c(Cl)cccc4c3C)CC2)[C@H]1OC	?
O=C(CSc1ccncc1)NCC1Cc2cccc(-c3cncnc3)c2O1 (centres undefined)	i
C=C1CC2C3CCC4=CC(=O)C=C[C@]4(C)[C@@]3(F)[C@@H](O)C[C@]2(C)[C@@]1(O)C(=O)COC(C)=O (some centres undefined)	i
CCC1CN(CCNC(=O)c2ccc3c(c2)OCCO3)Cc2cc(OC)ccc2O1 (centres undefined)	i
O=C(NCC1CCC2(CCN(Cc3c[nH]c4ccccc34)CC2)O1)C1CCOCC1 (centres undefined)	i
Cc1c(C(=O)NCCc2ccncc2)cnn1-c1nccc(-c2ccccc2C(F)(F)F)n1	i
Cc1ncc2c(c1CNC(=O)c1ccc3c(c1)OCO3)CCN(C(=O)/C=C/c1ccc(Cl)cc1)C2	?
O=C(O)/C=C\c1ccc(O)c(O)c1	i
OC(c1ccc2c(c1)CN(Cc1c[nH]c3ccccc13)CCO2)c1ccccn1 (centres undefined)	i
COc1cc(=O)n2c(c1C(=O)N(C)Cc1nccs1)CCN(Cc1cc3ccccc3s1)CC2	i
Cc1oc(-c2ccccc2NC(=O)C2CCCO2)nc1CNC(=O)c1[nH]c2c(C)ccc(C)c2c1C (centres undefined)	i
COC(=O)[C@@H]1CCCN1Cc1ccc2c(c1)CN(Cc1ccccc1)CCO2	i
COCC(=O)Nc1cc(C(=O)N2CCCC(c3ccccc3)CC2)c2c(c1)nc(-c1ccncc1)n2C (centres undefined)	i
CCOC(=O)N1CCN(Cc2ccc3c(c2)CN(C(=O)c2sc(C)nc2C)CCO3)CC1	i
CCOC(=O)N1CCN(Cc2ccc3c(c2)CN(C(=O)c2cc(-c4ccccc4)no2)CCO3)CC1	?
COc1ccc(OC)c(CN2C[C@H](Sc3ccc(F)cc3)C[C@H]2C(=O)N(C)C)c1	i
COc1ccc(-n2c(CCNC(=O)c3ccccc3C(F)(F)F)nnc2SC)cc1	i
CCC1CN(CCNC(=O)c2cccc(N3CCCC3=O)c2)Cc2cc(OC)ccc2O1 (centres undefined)	i

Rewritten as labelled records: three of the compounds above
CCOC(=O)N1CCN(Cc2ccc3c(c2)CN(C(=O)c2sc(C)nc2C)CCO3)CC1
  S2 tox: i
CCOC(=O)N1CCN(Cc2ccc3c(c2)CN(C(=O)c2cc(-c4ccccc4)no2)CCO3)CC1
  S2 tox: ?
COc1ccc(OC)c(CN2C[C@H](Sc3ccc(F)cc3)C[C@H]2C(=O)N(C)C)c1
  S2 tox: i

An excerpt (hit frequency here may not be typical).
